Source: PubChem BioAssay
GRK2 inh: compounds blocking aptamer binding on GRK2 – biochemical, human GRK2, bead flow cytometry, HTS, primary screen; Beta-adrenergic receptor kinase 1 (Homo sapiens), P25098; inhibition of aptamer binding, % at 10 µM; AID 488847, 2010; FAM-aptamer displacement from GRK2; actives 0.59% (n = 330,000);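 active means inhibition of aptamer binding above 40%, roughly 3 SD of noise, on plates passing a quality check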;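 further: median bead fluorescence of bound FAM aptamer so fluorescent compounds give negative values; no value below 0 was filed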
MCL1-BIM inh: inhibitors of MCL1 binding to BIM-BH3, primary screen, biochemical, fluorescence polarization | actives 0.68% (n = 320,000) | inhibition, % at 10.9 µM | GST-MCL1 / FITC-Bim-BH3 fluorescence polarization | Induced myeloid leukemia cell differentiation protein Mcl-1 (Homo sapiens), Q07820 | AID 2057, 2009;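 active means inhibition above the mean inhibition of all tested compounds plus 3 SD, set per campaign, cut at about 40% in these data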;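 further: 0% = DMSO wells and 100% = unlabeled Bim-BH3 peptide control; higher means more loss of mP so more displacement of Bim peptide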
CIT2 TOR yeast: modulators of CIT2-GFP expression in yeast, primary screen, S. cerevisiae, GFP fusion, multiplex flow cytometry, MLPCN library; GFP response vs DMSO, % at 10 µM; actives 0.065% (n = 320,000); S. cerevisiae CIT2-GFP strain, 3 h; 100 means same as DMSO wells;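 active means GFP response relative to DMSO above a set limit, near the screen mean plus 3 SD, cut at about 150% in these data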;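 further: ratio of well median GFP fluorescence to mean of DMSO wells on the plate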
MEX-5 binding: MEX-5 zinc finger RNA-binding disruptors – biochemical, C. elegans, fluorescence polarization, MLPCN library, primary screen; activity score (negative = inhibition of binding), % at 10 µM; MEX-5/FITC-TCR2 RNA binding; stronger effect = lower value; actives 0.38% (n = 300,000);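 active means inhibition past about -25% in most replicates, and total fluorescence under double the plate's negative control median, limit read from the data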;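 further: 0% = DMSO and -100% = 5 µM competing unlabeled TCR2 RNA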
VLA-4 inh: inhibition in human VLA-4 binding assay, primary screen, VLA-4 allosteric modulator project, MLPCN library, flow cytometry, VLA-4 expressing cells; actives 0.2% (n = 330,000); AID 2557, 2010; Integrin alpha-4 (Homo sapiens), P13612; ligand binding flow cytometry; inhibition, % (about 7 µM as worked out from the volumes in the protocol); in the data active means inhibition above about 50%
AGP1-GFP MLPCN: modulators of AGP1-GFP expression in yeast TOR pathway, primary screen, cell-based, multiplex flow cytometry, S. cerevisiae, MLPCN library; 3 h; GFP as percent of DMSO wells; actives 0.02% (n = 320,000); GFP response vs DMSO, % at 10 µM; AID 2066, 2009;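 active means GFP response relative to DMSO above a set limit, near screen average plus 3 SD, cut at about 150% in these data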;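 further: median GFP channel fluorescence of the gated AGP1 strain per well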
Fam108B counter: mouse Fam108B serine hydrolase inhibitors, primary screen, counter-screen for RBBP9 inhibitor project, biochemical, fluorescence polarization | recombinant Fam108B, FP-Rh probe fluorescence polarization | inhibition, % at 9.51 µM | actives 0.33% (n = 300,000);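 active means inhibition above the screen mean inhibition plus 3 SD, computed separately per campaign, cut at about 18% in these data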;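 further: inhibitors lower polarization as less probe binds the enzyme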
BCLXL inh: inhibitors of human Bcl-xL, primary screen, biochemical, fluorescence polarization, HTS. GST-Bcl-xL / FITC-Bim BH3 peptide fluorescence polarization. inhibition, % at 10.9 µM. Bcl-2-like protein 1 (Homo sapiens), Q07817. AID 2129, 2009. actives 0.7% (n = 320,000);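 active means inhibition above the mean of all tested compounds plus 3 SD, cutoff set per campaign, cut at about 30% in these data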;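 further: 0% = DMSO wells and 100% = unlabeled Bim-BH3 peptide competitor; inhibitors lower millipolarization by displacing the labeled peptide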
Target sequence (Q07817 whole entry, looked up): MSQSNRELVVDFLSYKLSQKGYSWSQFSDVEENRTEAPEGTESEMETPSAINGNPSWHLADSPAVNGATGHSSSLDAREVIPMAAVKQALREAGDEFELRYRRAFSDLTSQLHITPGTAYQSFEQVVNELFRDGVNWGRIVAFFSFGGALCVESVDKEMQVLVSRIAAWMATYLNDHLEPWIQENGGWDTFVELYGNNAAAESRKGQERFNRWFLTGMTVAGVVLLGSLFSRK
GLD-1 RNA inh: GLD-1/TGE RNA complex disruptors, primary screen, biochemical, fluorescence polarization. Female germline-specific tumor suppressor gld-1 (Caenorhabditis elegans), Q17339. purified GLD-1 + fluorescein TGE RNA. inhibition, % at 5.96 µM. actives 0.44% (n = 320,000). AID 2280, 2010;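 active means percent inhibition above a per-plate cutoff, the plate mean of test compounds plus 3 SD, cut at about 30% in these data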;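 further: 0% = DMSO wells with GLD-1 and probe and 100% = wells lacking GLD-1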
Target sequence (Q17339 whole entry, looked up): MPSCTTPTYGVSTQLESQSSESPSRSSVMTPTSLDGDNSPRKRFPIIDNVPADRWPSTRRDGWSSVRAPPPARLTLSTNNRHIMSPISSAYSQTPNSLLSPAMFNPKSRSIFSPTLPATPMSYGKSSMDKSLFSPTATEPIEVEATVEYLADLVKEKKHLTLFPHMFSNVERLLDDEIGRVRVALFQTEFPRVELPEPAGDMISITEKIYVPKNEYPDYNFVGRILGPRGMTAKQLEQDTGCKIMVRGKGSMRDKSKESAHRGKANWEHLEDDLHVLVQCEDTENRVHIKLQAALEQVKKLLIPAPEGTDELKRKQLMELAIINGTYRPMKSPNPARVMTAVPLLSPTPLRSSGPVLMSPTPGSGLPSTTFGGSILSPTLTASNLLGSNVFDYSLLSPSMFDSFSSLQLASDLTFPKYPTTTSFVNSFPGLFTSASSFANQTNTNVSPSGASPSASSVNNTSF
Numbers without * were called inactive; nt = no result given. Outcome played no part in choosing rows; any-hit rate near 2.2%.

SMILES	BCLXL inh	CIT2 TOR yeast	GLD-1 RNA inh	VLA-4 inh	Fam108B counter	AGP1-GFP MLPCN	GRK2 inh	MCL1-BIM inh	MEX-5 binding
O=C(O)CNc1nc(-c2ccccc2)nc2c1oc1ccccc12	3	106	1	12	-4	113	2	4	1.4
CC1(C)CC(=O)c2sc(NS(=O)(=O)c3ccc([N+](=O)[O-])cc3)nc2C1	1	104	2	2	0	103	5	-2	-3.0
COc1cc(OC)c(NC(=O)c2cncn2-c2ccc(F)cc2)cc1Cl	-2	91	8	-10	3	97	0	3	-0.8
O=C(NCc1cccnc1)C1CCN(S(=O)(=O)c2cc([N+](=O)[O-])ccc2Cl)CC1	nt	102	-5	2	nt	100	0	nt	nt
Cc1ccc(-c2ccc(=O)n(CC(=O)NCCN3CCCCC3C)n2)cc1 (stereo unspecified)	34*	105	12	-20	17	107	0	41*	-1.4
CCCN1CCc2c(sc(NC(=O)C3CCN(S(=O)(=O)c4cccs4)CC3)c2C(N)=O)C1	-1	88	-6	1	-3	106	0	-7	-1.1
CCOc1ccc(N/C(N)=N/c2nc(C)cc(C)n2)cc1	-1	105	-7	15	-2	103	1	1	2.0
Cc1cc(NC(=O)/C=C\C(=O)O)c([N+](=O)[O-])cc1C	8	101	2	12	1	114	1	4	0.5
O=C(CCN=C1NS(=O)(=O)c2ccccc21)N1CCc2ccccc2C1	1	93	8	12	-2	104	2	-2	-2.4
CCOC(=O)c1c(NC(=S)Nc2cccc(C)c2)sc2c1CC(C)(C)SC2	-14	110	-12	-32	-4	99	5	-23	0.8
Cc1cc(C)c2c(C)[nH]nc2n1	6	98	-2	8	1	109	0	12	2.1
COc1cccc(CN2CC(C(=O)NCCN3CCOCC3)CCC2=O)c1 (stereo unspecified)	3	101	4	7	-2	107	0	0	-1.2
O=C(C[C@H]1C/C=C\CCCC(=O)OC[C@H]2CCCN2C1=O)NCCO	nt	102	5	16	nt	96	2	nt	nt
CN(C)c1ccc(N2C(=NC(=O)c3ccccc3)SC3CS(=O)(=O)CC32)cc1 (stereo unspecified)	2	100	-6	2	0	97	0	-1	1.8
Cc1ccc(NC(=O)c2ccc(CSc3nnc(-c4ccncc4)n3C)cc2)c(C)c1	2	101	5	15	-2	104	2	5	0.7
O=C1CN(C(=O)c2ccc(Br)o2)C(c2ccccc2)c2cc(Br)ccc2N1 (stereo unspecified)	-1	94	8	21	-3	98	6	3	-1.4
CCOc1ccc(CC(=O)N/N=C/c2cccnc2)cc1	5	100	-1	6	3	106	3	4	nt
O=C(OCC(=O)N1CCc2ccccc21)c1cccnc1Cl	0	107	5	2	0	102	0	-6	-1.2
COc1ccc(CCNc2cc(C)[nH]c(=O)c2)cc1OC	3	106	3	9	-2	101	0	3	0.5
Cc1onc(-c2ccccc2Cl)c1C(=O)Oc1cc(N)n(S(=O)(=O)c2ccc(F)cc2)n1	-3	99	3	10	-1	95	3	-6	nt
Cc1sc2ncnc(N3CCN(CCOc4ccc(Cl)cc4)CC3)c2c1C	1	103	-4	-12	-5	96	0	8	1.2
CCN(CC)S(=O)(=O)c1cccc(C(=O)Nc2ccccc2)c1	13	112	-6	-3	-1	113	0	11	-0.7
CCCc1cc(=O)[nH]c(SCC(=O)N2CC3(C)CC2CC(C)(C)C3)n1 (stereo unspecified)	3	109	1	-15	nt	112	3	0	nt
N=C(N)N=Nc1c(O)[nH]c2ccc(Br)cc12	8	106	-4	53*	4	101	0	10	-13
COc1ccc(C(=O)C2CCCCC2=O)cc1 (stereo unspecified)	2	98	-4	-4	-2	95	1	9	-0.1
O=C(Nc1ccc(S(=O)(=O)Nc2nccs2)cc1)C1=NN(c2ccccc2)C(=O)CC1	4	91	6	-8	2	84	6	8	-1.3
CCOC(=O)c1c(/N=C/c2ccccc2O)sc2c1CCC2	9	101	-1	1	2	103	1	10	-1.1
NC(=O)CCCn1c(C(=O)c2cc(Cl)c(N)c(Cl)c2)c2ccc([N+](=O)[O-])cc2[n+]1[O-]	6	107	-6	37	3	93	0	12	-2.5
CC(C)c1nc2sc3c(c2c(=O)[nH]1)CC(C)(C)OC3	nt	99	nt	3	nt	107	0	nt	0.4
CCOc1ccc(C(C)NC(=O)c2cc(=O)[nH]c3ccccc23)cc1OCC (stereo unspecified)	4	103	-2	30	2	102	0	3	1.3
O=C(NCC(=O)N(c1cccc(F)c1)C(C(=O)NC1CCCC1)c1cccnc1)c1cccs1 (stereo unspecified)	1	99	-1	25	-4	99	0	-6	2.1
COc1ccc(C(C(=O)NC2CCCCC2)N(C(=O)c2ccccn2)c2cccnc2)c(OC)c1 (stereo unspecified)	1	95	1	2	-4	97	1	6	-0.1
CN(C)C(=O)COc1ccc2c(-c3ccccc3)cc(=O)oc2c1	nt	102	nt	-2	nt	105	5	nt	-0.2
Nn1c(SCc2ccc(Br)cc2)nnc1-c1ccccn1	-1	96	10	9	1	103	3	2	-0.5
COc1ccc(-c2c(NC(=O)c3ccco3)n(-c3ccc(C)cc3)nc(C)c2=O)cc1	3	86	-1	8	1	97	3	7	-1.4
CCOC(=O)c1cccc(NC(=O)CN(C)S(=O)(=O)c2cnc[nH]2)c1	2	95	7	5	-3	79	0	0	-2.1
O=c1[nH]c(CCl)nc2cc(-c3ccc(Cl)cc3)sc12	4	84	-5	-16	-23	64	0	9	-0.6
CCCOc1ccc(NC(=O)C2CC(=O)N(C)C(=Nc3cccc(OC)c3)S2)cc1 (stereo unspecified)	4	100	8	-1	-3	101	0	6	1.1
COc1ccc(C(=O)NC2CC2)cc1OC1CCN(Cc2ccccc2)CC1	nt	99	nt	0	nt	95	0	nt	0.4
C[C@@]12C(=O)Nc3cc(Cl)ccc3C(=O)N1[C@H]1c3ccccc3OC[C@@H]1[C@@H]2c1ccccc1	6	97	5	2	-17	88	0	-7	nt
CCCCCCC(C)NC(=S)Nc1cc(S(=O)(=O)N(C)C)ccc1C (stereo unspecified)	5	99	1	3	2	93	0	5	-4.1
Cc1cc2c(cc1S(=O)(=O)NCc1ccccc1)n(C)c(=O)c(=O)n2C	5	111	5	-17	-1	105	1	0	1.9
C=CCn1c(SCC(=O)c2ccc(O)c(O)c2)nnc1-c1cccnc1	9	94	4	11	4	97	13	41*	-2.8
Cc1ccccc1C(=O)N1CCC(C(=O)Nc2nccs2)CC1	4	92	-5	-19	-1	99	3	-1	-1.3
CS(=O)(=O)N(Cc1ccc(Cl)cc1)c1ccc(C(=O)N2CCN(c3ccccc3)CC2)cc1	-5	106	-3	-16	4	103	0	-13	1.3

8 structures already listed, sorted by count of non-hydrogen atoms, ascending:
SMILES	BCLXL inh	CIT2 TOR yeast	GLD-1 RNA inh	VLA-4 inh	Fam108B counter	AGP1-GFP MLPCN	GRK2 inh	MCL1-BIM inh	MEX-5 binding
O=c1[nH]c(CCl)nc2cc(-c3ccc(Cl)cc3)sc12	4	84	-5	-16	-23	64	0	9	-0.6
Nn1c(SCc2ccc(Br)cc2)nnc1-c1ccccn1	-1	96	10	9	1	103	3	2	-0.5
CN(C)C(=O)COc1ccc2c(-c3ccccc3)cc(=O)oc2c1	nt	102	nt	-2	nt	105	5	nt	-0.2
CCCCCCC(C)NC(=S)Nc1cc(S(=O)(=O)N(C)C)ccc1C (stereo unspecified)	5	99	1	3	2	93	0	5	-4.1
C=CCn1c(SCC(=O)c2ccc(O)c(O)c2)nnc1-c1cccnc1	9	94	4	11	4	97	13	41*	-2.8
COc1ccc(C(=O)NC2CC2)cc1OC1CCN(Cc2ccccc2)CC1	nt	99	nt	0	nt	95	0	nt	0.4
CCCOc1ccc(NC(=O)C2CC(=O)N(C)C(=Nc3cccc(OC)c3)S2)cc1 (stereo unspecified)	4	100	8	-1	-3	101	0	6	1.1
COc1ccc(C(C(=O)NC2CCCCC2)N(C(=O)c2ccccn2)c2cccnc2)c(OC)c1 (stereo unspecified)	1	95	1	2	-4	97	1	6	-0.1

Following part.
SMILES	BCLXL inh	CIT2 TOR yeast	GLD-1 RNA inh	VLA-4 inh	Fam108B counter	AGP1-GFP MLPCN	GRK2 inh	MCL1-BIM inh	MEX-5 binding
CC(=O)Oc1ccc(C(=O)[C@H]2[C@H]3C(=O)N(c4ccccc4)C(=O)[C@H]3[C@@H]3C=CC=NN32)cc1	26	90	31*	-7	-6	94	1	22	2.9
CN1C(=O)/C(=C/c2ccc(O)c([N+](=O)[O-])c2)N(C)C1=S	-1	102	2	2	4	87	3	-4	0.7
Cc1cnc(C(=O)OCC(=O)N=c2sccn2Cc2ccccc2Cl)cn1	0	95	-7	3	-4	92	0	-13	-2.2
COc1ccccc1OCCNC(=O)Cc1ccc(Cl)c(Cl)c1	5	93	4	-17	-3	101	1	7	-0.8
O=C(OCCCOC(=O)c1ccc(Br)o1)c1ccc(Br)o1	2	79	3	-2	3	108	2	1	-0.7
